N370S GC: qHTS Assay for Inhibitors and Activators of N370S glucocerebrosidase as a Potential Chaperone Treatment of Gaucher Disease. Lysosomal acid glucosylceramidase (Homo sapiens), P04062. N370S GC spleen homogenate, 4MU-glucoside fluorescence. Potency, µM (series often up to 59.4 µM), for inactives: top-dose activity change, negative = inhibition, most hits filed as inhibitors. hit rate 0.092% among 330,000;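 note: 0% = full enzyme activity and -100% = no enzyme basal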
DT40 TDP1 no CPT: qHTS for Inhibitors of human tyrosyl-DNA phosphodiesterase 1 (TDP1): qHTS in cells in absence of CPT. DT40 Tdp1-/- hTDP1 cells, no CPT, ATP luminescence, 48 h. Potency, µM (highest dose often 46.2 µM), inactives show at the highest dose activity change, negative = growth inhibition, most hits filed as inhibitors. hit rate 15% among 420,000. AID 686978, 2013; note: nearly all actives have a fitted effect of over 55% in size
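DT40 Tdp1-/-;hTDP1 cells, no CPT (DMSO vehicle only), 400 cells/well; compounds pin-transferred; ≥48 hr, 37 °C; CellTiter-Glo 30 min RT dark, luminescence read.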
TDP1 inh: qHTS Assay for Inhibitors of Tyrosyl-DNA Phosphodiesterase (TDP1). Potency, µM (titrated, usually from 130 µM), without a hit: at the highest dose activity change, negative = inhibition, most hits filed as inhibitors. hit rate 0.28% among 350,000. recombinant TDP1, AlphaScreen DNA substrate cleavage. AID 485290, 2010; note: nearly all actives have a fitted effect of over 40% in size
Target sequence (Q9NUW8 whole entry, looked up): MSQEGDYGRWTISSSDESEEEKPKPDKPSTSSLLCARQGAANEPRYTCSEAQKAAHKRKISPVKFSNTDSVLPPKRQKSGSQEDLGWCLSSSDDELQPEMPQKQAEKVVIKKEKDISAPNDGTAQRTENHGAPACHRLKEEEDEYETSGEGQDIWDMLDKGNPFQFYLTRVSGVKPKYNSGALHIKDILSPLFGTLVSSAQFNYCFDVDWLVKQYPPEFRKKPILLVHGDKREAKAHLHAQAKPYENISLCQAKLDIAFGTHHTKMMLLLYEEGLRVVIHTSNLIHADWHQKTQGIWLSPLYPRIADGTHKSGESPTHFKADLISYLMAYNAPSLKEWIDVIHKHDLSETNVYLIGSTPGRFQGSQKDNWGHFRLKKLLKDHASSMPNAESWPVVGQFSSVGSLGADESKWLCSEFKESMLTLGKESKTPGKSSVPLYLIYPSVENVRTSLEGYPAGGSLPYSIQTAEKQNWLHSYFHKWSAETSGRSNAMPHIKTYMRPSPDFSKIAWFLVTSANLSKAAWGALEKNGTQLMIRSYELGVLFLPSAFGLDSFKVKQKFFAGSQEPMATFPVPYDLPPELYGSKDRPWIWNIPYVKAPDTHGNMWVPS
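AlphaScreen read-out: signal falls as enzyme removes the 3' tyrosine-FITC from a 5'-biotinylated DNA oligo (15 nM, 5 min, RT). Enzyme was E. coli-made recombinant Tdp1 at 1 nM, exposed to compound for 15 min beforehand; beads 10 ug/ml, 10 min.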
An asterisk follows results filed as active; ? = inconclusive; nt = no result given; & = joins results of further samples; [ ] = dose if it differs, or a comment. Calls come from the whole dose curve; as a rule, active = well fitted curve in the direction sought with a large enough effect; inconclusive = small, poorly fitted or top-dose-only effect, or another doubt; inactive = no such curve, though single readings can be large; an effect the other way counts as inactive or inconclusive. Unless noted, % is set by controls: 0 for no effect and ±100 for the full control effect; potency is the fitted concentration of half-maximal effect. The list is partial; rates above refer to the full screens.

SMILES	N370S GC	DT40 TDP1 no CPT	TDP1 inh
COc1cccc(C2CC(c3cccs3)=NN2C(=O)CSc2nc3ccccc3s2)c1OC (configuration not stated)	5%	13µM*	-3%
CCCCNC(=S)N/N=C/c1ccccc1F	12%	15µM*	5%
CN(C(=O)CN1C(=O)NC(c2ccccc2)(c2ccccc2)C1=O)C1CCS(=O)(=O)C1 (configuration not stated)	nt	28%	-3%[56.1 µM]
Cc1cc(C)c(NC(=O)CNC(=O)[C@@H]2CCCN2C(=O)c2cccs2)c(C)c1	nt	21%	1%
O=C(NCc1cccnc1)C1CC(c2cccc(Br)c2)=NO1 (configuration not stated)	-8%	?	nt
O=C1CC(c2ccccc2)n2ncnc2N1 (configuration not stated)	-16%	12%	3%
CC1CCN(C(=O)Cn2ncc3c([nH]c4ccccc43)c2=O)CC1	-7%	-16%	1%
COC(C)(C)[C@]12CC(O)(C(C)C)ON1[C@H]1CCCCC1N2O (some centres not stated)	-1%	-2%	-8%
Cc1ccc(CN2C(=O)c3ccccc3C2C(=O)NCC2CCCO2)cc1 (configuration not stated)	11%	-1%	2%
CCN(C(=O)Cn1nnc2sc(-c3ccccc3)cc2c1=O)c1cccc(C)c1	nt	?	0%
O=C(Nc1cccc([N+](=O)[O-])c1)Nc1ccc2c(c1)OCCO2	-19%	?	3%
O=C(CSc1nnc(-c2ccc(OC(F)F)cc2)o1)NC(=O)NCc1ccco1	-23%	?	-8%
COc1ccccc1C(=O)CN1C(=O)NC2(CCc3ccccc32)C1=O (configuration not stated)	-12%	?	3%
CCCCC(=O)Oc1cc(C)[nH]c(=O)c1[N+](=O)[O-]	11%	9%	3%
Cc1cc(NS(=O)(=O)c2ccc(NC(=O)COc3ccc(Cl)cc3)cc2)no1	-4%	-16%	6%
COc1ccc(NC(=O)CN2C(=O)NC3(CCCC3)C2=O)cc1	-2%	-11%	5%
O=C(NC(Cc1ccccc1)C(=O)N1CCCCCC1)c1ccccc1 (configuration not stated)	4%	?	3%
Cc1cc(N/N=C/c2ccc(F)cc2)nc(-n2nc(C)cc2C)n1	-2%	3.7µM*	1%
O=C(NC(=S)NCc1ccccc1)c1ccc2c(c1)OCO2	11%	-8%	3%
CO[C@@H]1COC(=O)[C@H](Cc2ccccc2)NC(=O)C/C=C\[C@@H](C)[C@H](OC)COC(=O)[C@@H](C)NC(=O)C/C=C\[C@H]1C	0%&13%[12.8 µM]	nt	10%&3%[21 µM]
COc1ccccc1CNC(=O)CSc1nc2ccccc2c(=O)n1CCCN1CCOCC1	-1%	-11%	0%
CC(=O)OCC1(C)CN(c2ccccc2)NC1=O (configuration not stated)	-1%	?	0%
CCn1cc(S(=O)(=O)CC(=O)Nc2ccc3c(c2)OCCO3)c2ccccc21	-2%	-26%	4%
Cc1ccnc(NC(=S)NC(=O)c2ccco2)c1	1%	-17%	0%
CC(=O)N1c2ccc(S(=O)(=O)NCC3CCC(C(=O)N4CCCC(C)C4)CC3)cc2CC1C (configuration not stated)	-6%	?	3%

Single values from above:
`COc1ccc(NC(=O)CN2C(=O)NC3(CCCC3)C2=O)cc1` @ TDP1 inh: 5%
`COc1cccc(C2CC(c3cccs3)=NN2C(=O)CSc2nc3ccccc3s2)c1OC` (configuration not stated) @ DT40 TDP1 no CPT: 13µM*

Next part
SMILES	N370S GC	DT40 TDP1 no CPT	TDP1 inh
CCc1ccccc1OCCOc1ccc(C)cc1OC	-14%	29µM*	-14%
Cc1cccc(-n2ncc(C(=O)N3CCN(Cc4ccccc4)CC3)c2C2CCN(C(=O)OC(C)(C)C)CC2)c1	nt	16µM*	1%
CCCn1nnc(NC(=S)NC(=O)c2ccc(-c3ccc(Br)cc3)o2)n1	1%	?	10%
O=C(Nc1ccc(F)cc1)c1cccc(N2C(=O)C3C4CCC(C4)C3C2=O)c1 (configuration not stated)	?	23µM*	-1%
COc1ccc(OC)c(CNC(=O)c2ccc(C)c(NC(=O)c3nsc4ccccc34)c2)c1	nt	?	8%
CSc1ccccc1NC(=O)Cc1ccc(Br)cc1	-20%	-19%	-3%
COCCNC(=O)C(=O)NCC1OCCN1S(=O)(=O)c1cccs1 (configuration not stated)	9%	-3%	3%
CCC(C)N1CC23C=CC(O2)C(C(=O)OC)C3C1=O (configuration not stated)	1%	-2%	0%
Cc1cccc(C(=O)O)c1NC(=O)Cc1cccc2ccccc12	0%	?	7%
CCCCn1c(NCCC)nc2c1c(=O)[nH]c(=O)n2C	2%	-2%	-2%
CCOC(=O)CSc1nc2sc3c(c2c(=O)n1Cc1ccccc1)CC(C)CC3 (configuration not stated)	nt	12µM*	0%[12.3 µM]
Cc1nc(C2COc3ccccc3O2)sc1C(=O)O (configuration not stated)	5%	-11%	5%
CC(C)COc1ccc(C(=O)CCN2CCCCC2)cc1	0%	2.9µM*	-3%
CCCCNC(=O)c1onc(CSc2ccccc2)c1C(=O)NCCCC	-6%	-20%	-14%
CCOc1ccc(CCNC(=O)c2nnn(CC(=O)Nc3c(C)cc(C)cc3C)c2N)cc1OCC	-6%	5%	-3%
CCOc1ccccc1CNC(=O)CCNC(=O)Cn1ccc2ccccc2c1=O	-27%	-10%	-1%
COC(=O)C1=C(C)NC(C)=C(C(=O)OCC(C)C)C1c1ccccc1[N+](=O)[O-] (configuration not stated)	nt	5.2µM*	15%
COc1cc(NC(=O)c2ccc3c(Cl)c4c(nc3c2)CCC4)cc(OC)c1OC	nt	-16%	6%
Cc1ccc(-c2ccc(CCC(=O)O)n2-c2cccc(O)c2)cc1	0%	-13%&-4%	7%
O=C(NCC1CCCO1)c1ccc(NS(=O)(=O)c2cccs2)cc1 (configuration not stated)	-5%	7%	-6%
CC(C)CNC1CS(=O)(=O)CC1O (configuration not stated)	-12%	13%	nt
COc1ccc(OCCCC(=O)N(C)CC(=O)Nc2c(C)cccc2C)cc1	-16%	-6%	-6%
CC(C)Sc1nc2c(c(=O)[nH]1)C(c1cccs1)C1=C(CC(C)(C)CC1=O)N2 (configuration not stated)	?	?	3%
COC(=O)c1cc(NC(=O)CSc2nnc(CN3CCOCC3)n2C)ccc1Cl	-12%	?	3%
COC(=O)c1cc2ccsc2n1Cc1cc(=O)n2ccccc2n1	8%	-18%	0%

Reformatted with bars between the fields: 2 of the compounds above.
Compound | N370S GC | DT40 TDP1 no CPT | TDP1 inh
CCCCNC(=S)N/N=C/c1ccccc1F | 12% | 15µM* | 5%
COc1ccccc1CNC(=O)CSc1nc2ccccc2c(=O)n1CCCN1CCOCC1 | -1% | -11% | 0%

Entries of single compounds, looked up by structure. Order of values: N370S GC | DT40 TDP1 no CPT | TDP1 inh
CN(C(=O)CN1C(=O)NC(c2ccccc2)(c2ccccc2)C1=O)C1CCS(=O)(=O)C1 (configuration not stated) across the screens: nt | 28% | -3%[56.1 µM]
COc1cc(NC(=O)c2ccc3c(Cl)c4c(nc3c2)CCC4)cc(OC)c1OC across the screens: nt | -16% | 6%
Cc1ccnc(NC(=S)NC(=O)c2ccco2)c1 across the screens: 1% | -17% | 0%
CCCn1nnc(NC(=S)NC(=O)c2ccc(-c3ccc(Br)cc3)o2)n1 across the screens: 1% | ? | 10%
CC(=O)OCC1(C)CN(c2ccccc2)NC1=O (configuration not stated) across the screens: -1% | ? | 0%

(next part)
SMILES	N370S GC	DT40 TDP1 no CPT	TDP1 inh
CCn1c(-c2ccccc2O)n[nH]c1=S	-2%	-8%	-3%
CCOC(=O)c1c(C)oc2nc(C)nc(NCCCN3CCN(c4ccccc4)CC3)c12	nt	-2%	0%
Fc1ccc2nc(Nc3nc4c(s3)CCCC4)sc2c1	?	?	11%
COc1ccc(S(=O)(=O)NC(CC(=O)NCCc2ccc(OC)c(OC)c2)c2ccco2)cc1 (configuration not stated)	1%	?	3%
CCOC(=O)c1ccc(NC(=O)CSc2nc(SC)ns2)cc1	14%	?	2%
COc1ccc(Br)cc1C(=O)Nc1cccc(C)c1	10%	-8%	5%
COc1cc(OC)c(NC(=O)CCn2cccn2)cc1Cl	nt	-4%	1%
O=C(CNC(=O)c1ccccc1C(F)(F)F)N/N=C/c1cccs1	-2%	-11%	2%
Cc1ccc(S(=O)(=O)N2CCCCC2)cc1NC(=O)CCCOc1ccccc1	-4%	21µM*	-12%
CN(CCNC(=O)c1ccc(CS(=O)(=O)c2c(Cl)cccc2Cl)o1)CCc1ccccc1	-30%	-26%	5%
O=C(Cn1c(-c2cccs2)cc2cc(F)ccc21)NCCCN1CCN(c2ccccc2F)CC1	nt	21µM*	2%
COc1ccc(-c2nnc(SC3CCOC3=O)n2C2CCCCC2)cc1OC (configuration not stated)	6%	-8%	4%
CC(C)CCNC(=O)C1CCC(CNS(=O)(=O)c2cccc3nsnc23)CC1 (configuration not stated)	-7%	?	1%&6%
CC1(C)CC(=O)C(C=NCCN2CCN(C(=O)c3ccc(F)cc3)CC2)=C(O)C1	-8%	-6%	4%
COc1ccc(N2C(=O)CSC23C(=O)N(Cc2cccc(C(F)(F)F)c2)c2ccccc23)cc1 (configuration not stated)	nt	15µM*	0%
O=C(NCCNC(=O)c1ccccc1Br)c1ccccc1Br	-9%	0%	nt
COc1ccc(NC(=O)C2CCCN2C(=O)NCc2ccccc2)c(OC)c1 (configuration not stated)	-2%	-1%	7%
CN1C(=O)/C(=C\c2ccc(OC(=O)c3ccco3)cc2)SC1=S	-18%	?	-3%
Cc1cc(C)n(-c2nc(NCCN(C)C)c3c4c(sc3n2)CCCC4)n1	-8%	6.5µM*	8%
CC(C)[C@H](Nc1nc(-c2ccccc2)nc2c1oc1ccccc12)C(=O)O	4%	7%	2%
CCc1ccc(S(=O)(=O)NCc2csc(-c3cccnc3)n2)s1	9%	?	-3%
O=C(NCCC(=O)N1CCN(S(=O)(=O)c2ccccc2F)CC1)Nc1ccccc1	nt	6%	0%
O=C(CN1C(=O)C(=O)N(C2CCCC2)C1=O)NCCc1ccc(Cl)cc1Cl	nt	31%[activator]	1%[56.1 µM]
COc1cccc(OC)c1C(=O)Nc1ccc(S(=O)(=O)Nc2nccc(C)n2)cc1	nt	17%	1%
COc1cccc(C(=O)Nc2ccccc2OCc2cc(=O)n3cc(C)ccc3n2)c1	nt	?	0%

(list continues)
SMILES	N370S GC	DT40 TDP1 no CPT	TDP1 inh
CCOC(=O)CNC(=O)C(CC(C)C)NC(=O)C1CCCCC1 (configuration not stated)	24%	-5%	6%
O=C(c1sccc1Cl)N1CCN(Cc2ccc3c(c2)OCO3)CC1	-4%	?	-1%
COC(=O)c1c(NC(=O)CCN2CCOCC2)sc2c1CCCC2	-8%	?	nt
CCOc1ccc2nc(NC(=O)c3nc(SC(C)C)ncc3Cl)sc2c1	nt	8.2µM*	0%
COc1ccc(-c2cc(=O)c3cc(OC)ccc3[nH]2)cc1	-7%	?	0%
CCCn1nc(NC(=O)c2cccs2)c2cc3cccc(C)c3nc21	18%	-14%	-12%
COc1ccc(S(=O)(=O)N2CCN(C(=O)C3CC3)CC2)cc1	-3%	-6%	-1%
Cc1cc2nc(-c3ccc(SCC(=O)N4CCc5ccccc54)nc3)[nH]c2cc1C	-5%	23µM*	-9%
CCOc1ccc(-n2c(=O)c3c4c(sc3n(CC(=O)NCc3ccco3)c2=O)CCC4)cc1	-4%	-3%	7%
O=C(Cc1cccc2ccccc12)OCn1nnc2ccccc2c1=O	6%	-4%	-1%
COc1cccc(CN2CC(C(=O)NCCCc3ccc(C)cc3)CCC2=O)c1 (configuration not stated)	-18%	-10%	1%
CCOC(=O)c1sc(NC(=O)Nc2ccc(Cl)cc2)cc1C	-4%	3.7µM*	0%
CN(CC(=O)Nc1cccc(F)c1)C(=O)Cn1cnc2c1c(=O)n(C)c(=O)n2C	-12%	-2%	nt
CC1CC(C)CN(CCCNC(=O)CN2C(=O)CSc3ccc(S(=O)(=O)N4CCCCC4)cc32)C1 (configuration not stated)	-3%	-7%	1%
CC(C)(C)C(=O)Nc1ccccc1N1CCN(C(=O)c2ccc(Cl)cc2)CC1	-13%	?	5%
Cc1ccc(CSc2nnc(SCC(=O)N/N=C/C=C/c3ccccc3[N+](=O)[O-])s2)cc1	9%	?	5%
Cc1ccc(-c2nnc(Nc3ccc4c(c3)OCO4)c3ccccc23)cc1S(=O)(=O)NCCO	-13%	16µM*	6%
O=C(c1ccccn1)N1CCN(S(=O)(=O)c2cccc(Br)c2)CC1	nt	-24%	0%[56.1 µM]
CC(=O)N[C@H](c1ccccc1)[C@@]1(C)C[C@@H]1[C@@H](C)C(=O)Nc1ccc2ccccc2c1	-1%	nt	7%
Cc1ccccc1C(=O)n1nc(-c2ccco2)nc1NCc1cccs1	nt	?	9%
CCOc1ccc2c(C)c(C(=O)O)oc2c1OCC	2%	-2%	0%
O=C1CCCN1CCCNc1ccc2nnc(CCC(=O)N3CCN(c4ccccc4)CC3)n2n1	-2%	-2%	4%
O=C(CSc1ccccc1)Nc1ccc(S(=O)(=O)Nc2ncccn2)cc1	9%	6%	2%

Screens: PubChem BioAssay, National Center for Advancing Translational Sciences (NCATS)
